# Pf gamet viab: P. falciparum stage V gametocyte viability inhibition; AID 743093; inhibition, % at 10.9 µM; P. falciparum stage V gametocytes, ATP luminescence, 24 h; 150,000 compounds, 0.065% hits;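 active = inhibition above the mean plus 3 SD of compounds within the control limits, set per campaign, cut at about 38% in these data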;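 note: 0% = DMSO wells and 100% = medium only without gametocytes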
# Rac1 wt modul: human Rac1 wildtype GTP binding, inhibitors and activators | P63000 | GST-Rac1 beads, fluorescent GTP binding, flow cytometry; actives lie on both sides; 0 = cold GTP competed, 100 = untreated | GTP binding activity (% of control), % at 10 µM | 190,000 compounds, 0.27% hits | AID 757;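 active = GTP binding activity at least 20 points away from the 100% control level, either lower or higher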
# Rac1 act GTP bind: modulators of GTP binding to human Rac1 activated mutant; percent activity (GTP binding), % at 10 µM; P63000; GST-Rac1 activated beads, fluorescent GTP binding, flow cytometry; actives lie on both sides; 100% means binding = to untreated wells; 190,000 compounds, 0.11% hits;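 active = GTP binding at least 20 percentage points away from the 100% baseline, in either direction, so actives lie on both sides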
# Cdc42 wt GTP: changes GTP binding to wildtype human Cdc42 | AID 761 | P60953 | percent activity (GTP binding), % at 10 µM | 190,000 compounds, 0.2% hits | GST-Cdc42 beads, Bodipy-GTP binding, flow cytometry; actives lie on both sides;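 active = percent activity GTP binding at least 20 points away from the 100% baseline, either down as inhibitor or up as activator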;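 note: median bead fluorescence of bound Bodipy-FL-GTP at 100 nM; 0% = excess unlabeled GTP control and 100% = no compound control; below 100% means less GTP binding so inhibitor and above means activator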
# Target sequence (P60953 whole entry, looked up): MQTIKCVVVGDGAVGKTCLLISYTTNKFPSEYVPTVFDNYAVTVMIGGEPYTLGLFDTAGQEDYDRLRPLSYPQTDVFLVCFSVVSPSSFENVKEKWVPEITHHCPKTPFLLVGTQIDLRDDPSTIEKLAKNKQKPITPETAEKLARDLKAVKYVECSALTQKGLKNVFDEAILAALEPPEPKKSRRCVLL
# HRas wt GTP: human HRas wildtype GTP binding, change in either direction. P01112. GST-Ras wt beads, Bodipy-FL-GTP binding, flow cytometry; actives lie on both sides. GTP binding activity, % at 10 µM. 190,000 compounds, 0.14% hits;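 active = GTP binding activity at least 20% away from the 100% baseline, either lowered as inhibitor or raised as activator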;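 note: 0% = unlabeled GTP competition control and 100% = no-compound control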
# Target sequence (P01112 whole entry, looked up): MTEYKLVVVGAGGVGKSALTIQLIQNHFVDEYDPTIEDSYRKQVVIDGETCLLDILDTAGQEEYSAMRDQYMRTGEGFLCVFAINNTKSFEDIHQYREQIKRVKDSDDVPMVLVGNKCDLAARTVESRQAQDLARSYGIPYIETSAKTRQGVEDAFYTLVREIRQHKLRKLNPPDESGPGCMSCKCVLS
# Rab7 wt modul: modulators of GTP binding to dog Rab7 wildtype GTPase; GTP binding activity (percent of control), % at 10 µM; AID 758; GST-Rab7 beads, fluorescent GTP binding, flow cytometry; actives lie on both sides; untreated = 100%, excess cold GTP = 0%; 190,000 compounds, 0.055% hits;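 active = fluorescent GTP binding to Rab7 beads changed by at least 20 points from the 100% baseline, either direction, mostly lower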;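 note: median green fluorescence of bound Bodipy-FL-GTP per Rab7 bead population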
# Rab2A wt mod: changes GTP binding to wildtype dog Rab2A, up or down | 190,000 compounds, 0.19% hits | GST-Rab2 wt beads, Bodipy-GTP binding, flow cytometry | GTP binding activity, % at 10 µM;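 active = GTP binding activity at least 20 points away from 100%, either lowered or raised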;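 note: 0% = beads with excess unlabeled GTP and 100% = no-compound control corrected for plate trend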
# ABCG2 inh: inhibitors of human ABCG2 transporter, ABCB1 counter-screen | Q9UNQ0 | IgMXP3 cells, JC-1 efflux, flow cytometry | inhibition, % at 6.6 µM | 190,000 compounds, 0.1% hits;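 active = inhibition above 80%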;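 note: 0% = DMSO and 100% = nicardipine control wells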
# Target sequence (Q9UNQ0 whole entry, looked up): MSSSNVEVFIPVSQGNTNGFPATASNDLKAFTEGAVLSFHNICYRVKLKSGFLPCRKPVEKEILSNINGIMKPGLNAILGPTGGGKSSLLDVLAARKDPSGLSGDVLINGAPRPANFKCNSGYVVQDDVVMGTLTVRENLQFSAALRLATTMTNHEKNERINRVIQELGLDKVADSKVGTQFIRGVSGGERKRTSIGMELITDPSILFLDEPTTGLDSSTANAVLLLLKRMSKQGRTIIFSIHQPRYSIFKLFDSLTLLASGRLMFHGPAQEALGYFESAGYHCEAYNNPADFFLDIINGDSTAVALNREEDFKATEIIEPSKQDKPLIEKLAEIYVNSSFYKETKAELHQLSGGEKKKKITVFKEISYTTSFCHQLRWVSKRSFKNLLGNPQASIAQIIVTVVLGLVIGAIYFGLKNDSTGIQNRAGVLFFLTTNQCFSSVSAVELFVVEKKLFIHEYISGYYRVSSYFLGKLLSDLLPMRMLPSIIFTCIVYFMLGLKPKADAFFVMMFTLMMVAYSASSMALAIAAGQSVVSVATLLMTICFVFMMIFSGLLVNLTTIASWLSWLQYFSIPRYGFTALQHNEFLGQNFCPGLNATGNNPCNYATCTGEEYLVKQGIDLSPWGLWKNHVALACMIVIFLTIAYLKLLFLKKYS
#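 Measure – % inhibition of efflux relative to nicardipine and DMSO · Test system – ABCG2 IgMXP3 and barcoded ABCB1 CCRF-Adr cell mix · Control set – nicardipine as high control, DMSO as low control · Compound – one concentration, 6.6 µM final · Signal – flow cytometry of retained JC-1 fluorescence · Timing – 10 min exposure at 25 °C with rotation, no wash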
# Avidin bead fluor: avidin bead compound fluorescence profile | Avidin beads, compound fluorescence 488/530 nm, flow cytometry; active compounds read high | fluorescence (KMESF) at 10 µM | 220,000 compounds, 0.38% hits | AID 1775; in the data active = fluorescence above about 47; note: inactives centre near 10
# GSH fluor: compound fluoresces at 488/530 nm on GSH beads | fluorescence (KMESF) at 10 µM | 190,000 compounds, 0.25% hits | GSH beads flow cytometry, compound fluorescence 488/530 nm; active compounds read high; in the data active = fluorescence above about 89;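 note: glutathione beads carrying GST-tagged Bcl family fusion proteins plus one bare bead set; values are compound well signal with DMSO vehicle wells as background; inactives centre near 16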
# ABCB1 inh: blocks JC-1 efflux by human ABCB1 transporter; CCRF-Adr cells, flow cytometry; inhibition, % at 6.6 µM; 190,000 compounds, 0.067% hits; AID 1326; in the data active = inhibition above about 40%;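 note: 0% = vehicle and 100% = reference inhibitor; higher value means more JC-1 retained so stronger ABCB1 efflux block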
# * = called active by the depositor; nt = no result given.
entry	compound	Pf gamet viab	Rac1 wt modul	Rac1 act GTP bind	Cdc42 wt GTP	HRas wt GTP	Rab7 wt modul
1	CCOC(=O)CCNC(=O)N1CCCC(C(=O)c2ccc3c(c2)OCO3)C1 (stereo not given)	13	99	92	95	98	102
2	Cc1cc(NC(=O)CSc2nc3c(cc2C#N)CCCC3)no1	nt	102	98	98	96	95
3	CC(C)Cn1c(=O)oc2ccccc21	14	99	94	97	96	104
4	O=C(CS(=O)(=O)Cc1ccccc1)NCC1CCCO1 (stereo not given)	17	97	93	102	102	97
5	CNC(=O)NC(=O)C(C)OC(=O)c1c2c(nc3ccccc13)/C(=C/c1cccs1)CC2 (stereo not given)	3	99	100	100	97	93
6	CC(C)(C)NC(=O)Cn1nnc(-c2ccc(Cl)cc2)n1	7	104	101	103	102	99
7	O=C(OCc1ccccc1)C1=NNC2C(=O)N(Cc3ccccc3)C(=O)C12 (stereo not given)	nt	99	96	100	95	95
8	O=C(CSc1nnc(-c2cccnc2)n1-c1ccccc1)Nc1ccc2c(c1)OCO2	nt	101	99	102	99	98
9	CCCn1cc2c(c1-c1cccc(C)c1)c(=O)n(C)c(=O)n2C	nt	103	99	105	103	98
10	Cc1ccc(OCC(=O)Nc2ccc(F)cc2)c([N+](=O)[O-])n1	-5	93	92	91	95	94
11	CN(c1ccccc1C(=O)Nc1ccc2c(c1)OCCO2)S(C)(=O)=O	5	103	99	103	101	99
12	CCCCn1c(N)c(Sc2ccc(Cl)cc2)c(=O)[nH]c1=O	nt	104	99	102	101	98
13	CCOC(=O)C1=C(C)NC(=S)N(C(C)=O)C1c1ccccc1 (stereo not given)	1	102	99	96	100	97
14	CC(C)C1Cc2c(sc3[nH]c(=S)n(Cc4ccccc4)c(=O)c23)CO1 (stereo not given)	-15	106	99	99	101	98
15	Cc1nnc(SCC(=O)O)o1	nt	98	96	98	96	97

entry	Rab2A wt mod	ABCG2 inh	Avidin bead fluor	GSH fluor	ABCB1 inh
1	100	1	2	9	-0.2
2	96	4	4	7	0.3
3	99	0	8	51	-0.1
4	98	3	9	55	0.4
5	98	-4	12	12	-0.3
6	104	8	10	15	0.7
7	95	16	10	21	1.4
8	100	12	11	35	1.6
9	102	1	41	14	0.1
10	95	14	9	15	0.2
11	101	-2	22	31	-0.1
12	101	20	14	31	0.2
13	96	-2	4	19	-0.3
14	97	3	6	41	-0.3
15	96	3	10	27	0.2

# Next part:
entry	compound	Pf gamet viab	Rac1 wt modul	Rac1 act GTP bind	Cdc42 wt GTP	HRas wt GTP	Rab7 wt modul
16	CC(C)CC(=O)Nc1cccc(C(=O)Nc2ccccc2C(=O)O)c1	nt	107	96	100	103	103
17	COc1ccc2[nH]c(=O)c(CN(CC3CCCO3)C(=S)Nc3ccccc3)cc2c1 (stereo not given)	-23	99	95	94	96	95
18	CCC(=O)N/N=C(\C)CC(=O)Nc1cc(Cl)ccc1C	11	105	101	98	98	104
19	COc1ccc(C2=NN(C(N)=S)C(c3ccco3)C2)cc1 (stereo not given)	-9	98	95	95	97	95
20	O=C(CSc1nnc(Cn2nnc3ccccc32)o1)Nc1ccc(Cl)cc1	-24	107	100	102	102	103
21	COCCCNC(=O)c1cn(C)c(=O)c2cc(OC)c(OC)cc12	1	101	100	102	103	102
22	Cc1onc(-c2ccccc2)c1C(=O)OCC(=O)NCc1ccc(F)cc1	4	94	93	96	94	101
23	O=S(=O)(Nc1ccccn1)c1ccc(C2CCCCC2)cc1	nt	100	98	101	98	96
24	Cc1ccsc1S(=O)(=O)N1CCC(CO)(CC2CCCCO2)CC1 (stereo not given)	-2	95	97	99	94	96
25	CC(C)NC(=O)c1cnn2c1NC(c1cccs1)CC2C(F)(F)F (stereo not given)	nt	106	100	103	102	101
26	CCOc1cccc(C(=O)NC2CCCCC2)c1	-26	105	101	104	102	105
27	Cc1ccc(OCC(=O)Nc2ccc(C)c(S(=O)(=O)N3CCCCC3)c2)c([N+](=O)[O-])n1	7	102	99	101	98	98
28	CN1CCN(CCC(=O)N/N=C/C=C2\N(C)c3ccccc3C2(C)C)CC1	8	100	96	96	96	98
29	Cc1ccc(S(=O)(=O)N2CCOCC2)cc1C(=O)NCc1cccnc1	3	93	93	98	96	93
30	O=C(O)CN1C(c2ccccc2O)Nc2ccc(Br)cc2C1c1ccccc1 (stereo not given)	17	98	89	90	94	94

entry	Rab2A wt mod	ABCG2 inh	Avidin bead fluor	GSH fluor	ABCB1 inh
16	100	-2	12	45	-0.8
17	96	2	23	63	0.4
18	98	-5	4	17	0.0
19	95	8	9	14	1.3
20	100	3	5	14	0.4
21	105	1	12	24	0.4
22	95	8	18	13	0.8
23	97	1	35	13	0.2
24	96	1	10	29	0.7
25	101	19	3	14	1.1
26	101	41	24	20	0.9
27	101	63	22	11	1.5
28	95	6	11	15	1.4
29	92	0	6	30	-0.2
30	94	3	9	26	0.2

# Single records, as listed above. Order of screens: Pf gamet viab	Rac1 wt modul	Rac1 act GTP bind	Cdc42 wt GTP	HRas wt GTP	Rab7 wt modul	Rab2A wt mod	ABCG2 inh	Avidin bead fluor	GSH fluor	ABCB1 inh
# Cc1onc(-c2ccccc2)c1C(=O)OCC(=O)NCc1ccc(F)cc1 is listed with 4	94	93	96	94	101	95	8	18	13	0.8
# COc1ccc(C2=NN(C(N)=S)C(c3ccco3)C2)cc1 (stereo not given) is listed with -9	98	95	95	97	95	95	8	9	14	1.3

# More records:
entry	compound	Pf gamet viab	Rac1 wt modul	Rac1 act GTP bind	Cdc42 wt GTP	HRas wt GTP	Rab7 wt modul
31	COc1ccc(C(=O)Nc2cccc(-c3cc4ccccc4oc3=O)c2)cc1[N+](=O)[O-]	nt	109	98	107	99	101
32	CO/N=C\C(=N\Nc1ccc(OC)cc1)C(=O)c1ccccc1	nt	100	100	103	104	101
33	CSc1nnc(-c2sccc2OCc2ccccc2)n1C	12	103	101	106	105	101
34	CCOCCCNC(=O)C1CCCN(S(=O)(=O)CC)C1 (stereo not given)	nt	99	96	99	99	100
35	N/C(=N\c1nc2ccccc2o1)NC(=O)c1ccccc1NC(=O)c1ccccc1	nt	87	92	90	93	96
36	CC1CCCCC1NC1=NCCS1 (stereo not given)	nt	95	95	94	95	95
37	CNC(=S)N/N=C/c1ccc(-c2cc([N+](=O)[O-])ccc2Cl)o1	2	96	95	97	95	91
38	COc1ccccc1NC(=O)/C(C#N)=C/C=C/c1ccco1	6	107	101	102	101	101
39	Nc1nc(CSCCO)nc(Nc2ccccc2)n1	-7	107	99	102	103	102
40	CC(C)[C@H](NC(=O)c1ccco1)C(=O)OCC(=O)N1CCc2ccccc21	nt	103	100	99	101	98
41	CC(=O)NC(CC(=O)Nc1nc(C)cs1)c1ccccc1 (stereo not given)	-13	103	97	104	99	95
42	CCNC(=O)COc1ccc(C=O)cc1OC	24	107	103	105	101	100
43	COc1ccc(C)c2sc(NC(=O)C3=COCCO3)nc12	nt	106	102	101	99	100
44	Cc1ccc(-c2nc3cccnc3s2)cc1NS(=O)(=O)c1ccc2c(c1)OCCO2	nt	104	97	98	101	100
45	CC(=O)NCC(=O)OCC(=O)N1c2ccccc2Sc2ccccc21	-2	98	95	97	97	103

entry	Rab2A wt mod	ABCG2 inh	Avidin bead fluor	GSH fluor	ABCB1 inh
31	97	1	23	14	0.7
32	103	9	13	24	1.4
33	104	3	7	26	0.6
34	99	4	9	13	0.5
35	94	12	11	23	1.1
36	94	1	5	41	0.0
37	96	7	10	10	0.8
38	99	27	13	34	1.9
39	101	1	23	29	0.0
40	101	32	14	34	2.4
41	99	4	10	12	-0.9
42	100	1	12	19	0.0
43	99	5	175*	25	0.3
44	99	1	6	23	1.3
45	97	5	12	13	2.4

# Results in sequence from above.
# Entries 1 to 9 in Rac1 wt modul, in turn: 99, 102, 99, 97, 99, 104, 99, 101, 103
# Entries 1 to 9 in Avidin bead fluor, in turn: 2, 4, 8, 9, 12, 10, 10, 11, 41

# (listing goes on)
entry	compound	Pf gamet viab	Rac1 wt modul	Rac1 act GTP bind	Cdc42 wt GTP	HRas wt GTP	Rab7 wt modul
46	CC(=O)Nc1ccc(S(=O)(=O)NC2=C(N3CCN(Cc4ccccc4)CC3)C(=O)c3ccccc3C2=O)cc1	-12	106	100	102	101	100
47	COc1ccc2[nH]c(=O)c(CN(Cc3nnnn3CCc3ccccc3)CC3CCCO3)cc2c1 (stereo not given)	nt	94	93	97	95	96
48	CC(C)Sc1nc(-c2cccs2)nc2c1c(=O)n(C)c(=O)n2C	nt	97	97	96	96	97
49	C=CCOC(=O)C1=C[C@H](c2ccccc2)[C@@H](CCCO)[C@H](OCC)O1	nt	96	96	94	96	103
50	CCOC(=O)C1CCN(C(=O)Cc2c(C(=O)O)n(C)c3ccccc23)CC1	-10	105	100	104	102	101
51	O=C(NC1CCCC1)C(c1ccncc1)N(Cc1ccco1)C(=O)c1ccc(-c2ccccc2)[nH]1 (stereo not given)	nt	98	94	96	96	97
52	COc1ccc(NC(=O)c2cc3c(s2)CCC3)cc1S(=O)(=O)N1CCOCC1	-9	96	96	97	98	100
53	CCOCC(O)CNc1ccccc1 (stereo not given)	nt	103	101	103	102	101
54	CCN(C(=O)COC(=O)c1cc(-c2ccccc2)nn1-c1ccccc1)C1CCS(=O)(=O)C1 (stereo not given)	nt	101	96	99	98	95
55	CC1(C)Oc2ccc3ccc(=O)oc3c2/C(=C/Nc2ccc(O)cc2)C1=O	11	101	96	94	98	102
56	Cc1cccc(C(=O)Nc2cc(OCc3cccc(F)c3)c(Cl)cc2Cl)c1	6	93	92	94	95	94

entry	Rab2A wt mod	ABCG2 inh	Avidin bead fluor	GSH fluor	ABCB1 inh
46	102	2	8	30	2.1
47	93	2	7	15	0.6
48	97	5	6	19	0.6
49	98	4	5	17	0.7
50	101	0	4	26	0.1
51	95	3	7	19	1.4
52	96	5	15	13	0.8
53	102	6	18	10	0.3
54	98	4	15	27	0.2
55	99	30	9	7	2.2
56	93	3	13	29	0.4

# Random excerpt: two entries already listed
entry	compound	Pf gamet viab	Rac1 wt modul	Rac1 act GTP bind	Cdc42 wt GTP	HRas wt GTP	Rab7 wt modul
50	CCOC(=O)C1CCN(C(=O)Cc2c(C(=O)O)n(C)c3ccccc23)CC1	-10	105	100	104	102	101
46	CC(=O)Nc1ccc(S(=O)(=O)NC2=C(N3CCN(Cc4ccccc4)CC3)C(=O)c3ccccc3C2=O)cc1	-12	106	100	102	101	100

entry	Rab2A wt mod	ABCG2 inh	Avidin bead fluor	GSH fluor	ABCB1 inh
50	101	0	4	26	0.1
46	102	2	8	30	2.1

# Rows are unselected. Share with any hit: about 1.1%.
